SRC1 inh = human NCOA1 inhibition | Q15788 | inhibition, % at 3.6 µM | actives 0.12% (n = 360,000) | HEK293 GAL4-SRC1 luciferase reporter, luminescence;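 active = inhibition above the campaign mean plus 3 SD, with each screening campaign given its own cutoff, cut at about 60% in these data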;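 note: 0% = DMSO treated cells and 100% = gossypol at 36 µM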
LRH-1 inv ag = inverse agonists of human LRH-1 (NR5A2) | actives 0.13% (n = 360,000) | HEK293T StAR-luciferase reporter, LRH-1 transfected, 24 h | O00482 | inhibition, % at 3.6 µM | AID 602396;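 active = inhibition above the mean inhibition of all tested compounds plus 3 SD, cut at about 73% in these data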;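 note: 0% = DMSO wells and 100% = reporter-only cells lacking LRH-1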
C8 TRAIL sens = caspase-8 TRAIL sensitization; inhibition (viability loss, TRAIL sensitization), % at 10 µM; NB7+C8 cells + TRAIL, ATPlite viability luminescence; actives 1% (n = 360,000); AID 624354;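 active = compounds causing at least 50% loss of cell viability in the single-dose screen, relative to plate controls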
NOD2-RIPK2 inh = NOD2-RIPK2 protein interaction inhibition | O43353 | actives 0.38% (n = 360,000) | inhibition, % at 4.98 µM | CHO BLA complementation NOD2-RIPK2, CCF4 ratio | AID 624267; in the data active = inhibition above about 21%;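 note: 0% = vehicle only and 100% = reference blocker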
TLR9-MyD88 inh = blocks human TLR9 binding to MyD88 | actives 0.21% (n = 340,000) | inhibition, % at 4.98 µM | Q9NR96+Q99836 | AID 504734 | CHO BLA complementation TLR9-MyD88, CCF4 FRET ratio;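 active = inhibition above the mean over all tested compounds plus 3 SD, cut at about 21% in these data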;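 note: 0% = DMSO only wells and 100% = clavulanate BLA inhibitor control wells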
SRC3 inh = inhibits human SRC3 coactivator; inhibition, % at 3.6 µM; actives 0.17% (n = 360,000); Q9Y6Q9; HEK293 GAL4-SRC3 luciferase reporter, luminescence; AID 588352;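 active = inhibition above a per-campaign cutoff, the mean of all compounds plus 3 SD, cut at about 60% in these data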;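 note: 0% = DMSO-treated cells and 100% = gossypol-treated cells at 36 µM; higher means less SRC3-driven luciferase light from the GAL4 reporter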
Target sequence (Q9Y6Q9 whole entry, looked up, the tested form may be a part): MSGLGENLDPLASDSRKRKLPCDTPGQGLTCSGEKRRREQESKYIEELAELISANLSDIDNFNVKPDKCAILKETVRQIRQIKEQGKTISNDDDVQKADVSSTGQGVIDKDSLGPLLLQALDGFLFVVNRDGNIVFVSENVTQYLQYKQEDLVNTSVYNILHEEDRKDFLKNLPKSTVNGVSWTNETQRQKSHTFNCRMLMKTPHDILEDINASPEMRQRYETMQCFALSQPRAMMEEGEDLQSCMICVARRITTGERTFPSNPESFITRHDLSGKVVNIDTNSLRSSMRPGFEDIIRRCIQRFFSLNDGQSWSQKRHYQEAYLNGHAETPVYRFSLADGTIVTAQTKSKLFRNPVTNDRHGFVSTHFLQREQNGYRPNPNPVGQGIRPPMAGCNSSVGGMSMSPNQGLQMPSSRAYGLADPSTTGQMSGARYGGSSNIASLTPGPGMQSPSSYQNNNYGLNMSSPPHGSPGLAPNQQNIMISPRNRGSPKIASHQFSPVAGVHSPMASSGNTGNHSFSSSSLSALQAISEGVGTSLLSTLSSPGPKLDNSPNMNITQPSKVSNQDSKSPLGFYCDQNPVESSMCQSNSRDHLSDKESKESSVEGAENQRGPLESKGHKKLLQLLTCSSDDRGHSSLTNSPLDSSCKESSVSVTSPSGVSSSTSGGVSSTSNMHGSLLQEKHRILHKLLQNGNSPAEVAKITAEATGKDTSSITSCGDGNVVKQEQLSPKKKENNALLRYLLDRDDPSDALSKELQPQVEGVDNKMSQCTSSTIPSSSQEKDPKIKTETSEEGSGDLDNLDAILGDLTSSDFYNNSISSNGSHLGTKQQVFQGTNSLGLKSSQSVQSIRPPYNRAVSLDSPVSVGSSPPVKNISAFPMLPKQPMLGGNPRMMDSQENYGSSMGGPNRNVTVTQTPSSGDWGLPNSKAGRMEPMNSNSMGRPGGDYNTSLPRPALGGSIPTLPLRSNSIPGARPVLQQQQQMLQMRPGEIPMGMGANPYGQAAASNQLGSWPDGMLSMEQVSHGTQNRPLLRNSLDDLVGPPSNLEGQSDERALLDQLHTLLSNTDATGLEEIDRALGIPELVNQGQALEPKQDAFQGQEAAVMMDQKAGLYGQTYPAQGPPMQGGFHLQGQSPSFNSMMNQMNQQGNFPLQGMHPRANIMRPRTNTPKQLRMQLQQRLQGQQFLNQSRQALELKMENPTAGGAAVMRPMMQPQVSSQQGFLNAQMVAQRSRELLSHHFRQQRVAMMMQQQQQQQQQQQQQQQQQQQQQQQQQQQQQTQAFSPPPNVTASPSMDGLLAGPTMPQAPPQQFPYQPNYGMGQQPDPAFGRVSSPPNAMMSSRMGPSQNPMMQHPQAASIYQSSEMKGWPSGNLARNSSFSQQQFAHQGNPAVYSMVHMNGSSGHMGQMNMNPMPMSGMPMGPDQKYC
EBV LMP1 NFkB = Epstein-Barr LMP1 NF-kappaB reporter inhibition | LMP1-induced NF-kappaB luciferase reporter cells, luminescence | inhibition, % at 12.5 µM | actives 0.69% (n = 350,000) | AID 504558; in the data active = inhibition above about 41%;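 note: 0% = neutral control wells and 100% = reference inhibitor control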
TROY NFkB inh = blocks TROY-dependent signaling in reporter cells. Q293 LMP1-TROYcd NF-kB luciferase reporter, 4 h. inhibition, % at 10 µM. actives 0.98% (n = 360,000). AID 1347056;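 active = compounds whose plate-normalised and pattern-corrected inhibition of the luciferase reporter signal at the single screening dose is 50% or more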
TWEAK Fn14 block = inhibitors of TWEAK-Fn14 interaction signaling; TWEAK-stimulated Fn14 reporter cells, luciferase luminescence, 8 h; inhibition, % at 10 µM; actives 2% (n = 360,000); AID 1159606; in the data active = inhibition above about 50%
NR2F2 inh = NR2F2 (human) inhibition, primary screen; P24468; HEK293T NGFI-A luciferase reporter, luminescence; inhibition, % at 8.6 µM; actives 0.7% (n = 370,000);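 active = inhibition above a per-plate cutoff, mean inhibition of test wells between control levels plus 3 SD, cut at about 38% in these data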;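 note: cells cotransfected with COUP-TFII expression vector driving the NGFI-A reporter; 0% = median of COUP-TF2 test wells and 100% = reporter-only cells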
NCOA2 inhibitor = human SRC2 (NCOA2) inhibition. Q15596. HEK293 GAL4-SRC2 luciferase reporter, luminescence. inhibition, % at 9 µM. actives 0.17% (n = 370,000);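 active = inhibition above the mean inhibition of all tested compounds plus 3 SD, set per campaign, cut at about 52% in these data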;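 note: 0% = DMSO treated cells and 100% = cells given Gossypol at 36 µM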
An asterisk follows results filed as active; . = not tested or not shown; & = joins results of further samples. The list is partial (hit frequency here may not be typical).

SMILES	SRC1 inh	LRH-1 inv ag	C8 TRAIL sens	NOD2-RIPK2 inh	TLR9-MyD88 inh	SRC3 inh	EBV LMP1 NFkB	TROY NFkB inh	TWEAK Fn14 block	NR2F2 inh	NCOA2 inhibitor
CCCCC[C@@H]1C=C(C(=O)O)[C@H](c2ccc(C)cc2)N1S(=O)(=O)c1ccc(C)cc1	-6	0	-8	-4	-5	14	-6	3	-8	7	-12
Cc1cccc(-c2cc3nc(C)cc(=O)n3[nH]2)c1	-41	-37	-4	1	-10	-62	-12	-71	-18	-22	-75
COc1ccc(NC(=O)CCn2nc(C)cc2C)cc1	6	-9	-4	-1	4	-11	5	14	-9	10	8
O=C(CN1CCN(c2ccc([N+](=O)[O-])cc2)CC1)Nc1nccs1	-4	25	6	-3	-4	0	-6	6	25	16	1
COc1ccccc1Nc1ncccc1C(=O)O	-1	2	-10	-3	3	6	-8	-9	-2	15	10
Cc1cc(C)c(C)c(S(=O)(=O)N2CCN(C(=S)NCC3CCCO3)CC2)c1C (configuration not stated)	-28	-15	5	-3	-2	9	-14	3	17	-2	-7
COc1ccc(C(=O)Nc2c3c(nn2C(C)(C)C)CS(=O)(=O)C3)cc1OC	-14	-31	-4	-2	-6	-1	8	0	1	-37	-13
Cc1ccc(CNC(=O)C2CCN(S(=O)(=O)c3cccs3)CC2)cc1	-33	-15	13	-7	-3	-18	-1	-2	16	1	-4
COc1cc2cccc(OC)c(=O)c2c(O)c1OC	-25	-25	4	-3	3	-1	0	-22	-41	-44	-38
Cc1ccc(N2C(=O)CC(NNc3nc4ccccc4s3)C2=O)cc1C (configuration not stated)	-18	15	-10	-6	-14	-2	5	-19	11	1	10
Cc1ccc(-c2c[n+](Cc3ccc(Cl)cc3)c3n2CCC3)cc1	10	22	15	-11	5	28	13	28	-6	31	-12
Cc1ccc(S(=O)(=O)N(CC(=O)N2CCCCC2)c2cccc(C)c2)cc1	-8	9	1	12	0	2	-5	-14	-1	9	-11
C#CCn1cnc2c(oc3ccccc32)c1=O	-45	-46	-6	5	-4	-23	-7	-9	-19	.	.
Fc1cccc(F)c1-c1nc2c(s1)CCc1onc(-c3ccc(Br)cc3)c1-2	-3	-12	-7	-10	-1	-11	-5	-7	6	-8	-5
Cc1cc(C)nc(SCCCNCc2ccc(Br)cc2)n1	2	3	0	-1	-3	9	6	6	9	-11	-6
CCCOc1cccc(NC(=O)c2cc(C)oc2C)c1	-20	4	4	-1	-10	-31	-3	12	-9	0	-8
COc1cc(OC)cc(-c2nnc(Nc3nc4c(F)cccc4s3)o2)c1	-25	21	-1	1	-1	7	1	-2	0	8	-44
CS(=O)(=O)N(CC(=O)N1CCc2ccccc2C1)Cc1ccc(F)cc1	1	16	0	10	-2	2	4	22	7	-1	-9
Cc1ccc(Nc2nnc(SCC(=O)Nc3cccc(S(=O)(=O)NC4=NCCCCC4)c3)s2)cc1	-16	-1	37	0	5	-29	0	-32	4	-14	-41
O=C(c1ccc(Cn2cc(Cl)cn2)cc1)N1CCN(c2ccccc2)CC1	5	-11	-12	8	-7	-2	38	4	-11	-1	-14
Cc1ccc(CNC(=O)CCNC(=O)c2ccco2)cc1	-4	6	-5	4	-3	-7	-7	-20	-10	-4	-17
COc1ccc(/C=N/NC(=O)CSc2ccccn2)cc1OC	3	0	-5	-5	-1	-21	2	-31	-9	-37	-36
CCN(CCCCN1C(=O)c2ccccc2C1=O)c1ccc2c(c1)C(=O)N(C)C2=O	4	14	-15	6	-10	4	-2	23	37	18	-8
CCc1ccc(OCc2nnc(SCCN3CCOCC3)n2C)cc1	-10	9	-5	-1	1	-10	12	-8	-16	-14	-8
CCCC12CN3CC(C)(CN(C1)C3c1ccc([N+](=O)[O-])o1)C2=O (configuration not stated)	-3	-6	14	-1	-12	6	-1	13	6	3	-4
CSc1ccccc1NC(=O)CNCCCN1CCOCC1	-5	5	-7	-4	9	15	-1	7	-9	6	-35
COc1ccc(S(=O)(=O)N2CCC(C(=O)N[C@H](C(=O)N3CCCC3)C(C)C)CC2)cc1	-2	-1	-9	-6	4	-12	0	-20	6	15	8
CCn1c(SCc2nc(-c3ccc(OC)c(OC)c3)no2)nnc1-c1cccs1	12	-2	15	-10	-4	15	-3	5	0	7	10
O=C(O)c1ccc(N/C(=N\S(=O)(=O)c2ccc(Cl)cc2)c2ccccc2)cc1	-12	9	-15	-12	2	4	-3	-1	-1	-6	1
Cc1nc2ncnn2c(N2CCN(C(=O)c3cccc(F)c3)CC2)c1C	1	-8	-5	-4	2	-6	-2	5	8	8	26
Cc1ccc(NC(=S)NC(=O)c2ccc(-c3ccccc3)cc2)c(C)c1	3	24	0	1	-3	7	8	-42	-7	18	0
Cc1ccc(-c2c3c([nH]c(=S)c2C#N)CCCC3)o1	5	-9	-5	7	-9	-7	-1	2	0	-4	-9
O=C(COc1ccc(F)cc1)Nc1nccs1	-113	-122	29	-2	-1	-123	-16	-31	18	-27	-71
CC(C)(C)[C@H]1COC(=O)[C@@H](Cc2ccc(F)cc2)C/C=C\C[C@@H](CC(=O)N[C@H](CO)Cc2ccccc2)C(=O)N1	-12	0	-3	-9	-3	-5	10	-1	9	-3	-30
O=C(O)c1ccc(-c2nnc(-c3ccc([N+](=O)[O-])cc3)o2)cc1	9	9	-3	-7	0	20	10	-2	4	-11	-54
O=C(NCc1nc(-c2ccc(C(F)(F)F)cc2)no1)Nc1ccc(OC(F)(F)F)cc1	12	3	7	-1	.	23	3	21	45	-2	4
CC(C)N1C[C@@]23C=C[C@@H](O2)C(C(=O)OCc2ccccc2)[C@H]3C1=O (some centres not stated)	-21	4	-17	-4	0	-10	-12	2	16	-20	-49
CN(C)c1ccc(-c2ccnc3c2CC(C)(C(=O)NCC2CC2)O3)cc1 (configuration not stated)	11	19	-12	-2	.	9	.	11	-15	11	6
Cc1ccc(C)c(S(=O)(=O)n2cnc3ccccc32)c1	-8	18	-13	-10	4	15	0	2	7	-9	-5
O=S(=O)(O)c1nc2ccccc2[nH]1	-2	-10	10	-4	2	-5	-10	11	-6	-7	-4
O=C(/C=C/c1ccco1)N1CCN(C/C=C/c2ccccc2)CC1	-16	20	-5	14	-1	8	1	12	1	18	8
Cc1ccc(NC(=O)CCCN2C(=O)NC(C)(C)C2=O)cc1	-3	4	-2	-5	-10	-1	-2	-8	1	3	16
COCCN(C(=O)CCC(=O)Nc1cc(C)on1)C(C(=O)NC1CCCC1)c1ccccc1C (configuration not stated)	-6	3	-6	0	-15	11	-18	7	-3	8	-2
Cc1ccsc1C(=O)Nc1cccc(S(=O)(=O)N(C)C)c1	13	10	3	-7	8	-17	3	-13	-4	3	-16
CCCN1C2CCCC1CC(NC(=O)c1ccccc1Br)C2 (configuration not stated)	1	-13	5	-20	4	-4	-32	-8	6	2	11

The last 2 records of the section before open the next one:
SMILES	SRC1 inh	LRH-1 inv ag	C8 TRAIL sens	NOD2-RIPK2 inh	TLR9-MyD88 inh	SRC3 inh	EBV LMP1 NFkB	TROY NFkB inh	TWEAK Fn14 block	NR2F2 inh	NCOA2 inhibitor
Cc1ccsc1C(=O)Nc1cccc(S(=O)(=O)N(C)C)c1	13	10	3	-7	8	-17	3	-13	-4	3	-16
CCCN1C2CCCC1CC(NC(=O)c1ccccc1Br)C2 (configuration not stated)	1	-13	5	-20	4	-4	-32	-8	6	2	11
CCSc1nnc(CNc2ccc(C)cc2)n1C	-10	-8	0	-4	1	-2	-6	-44	2	2	-17
CO/N=C(/CN1CCCCC1)c1ccc(Cl)cc1	-10	-4	-15	-2	-4	-8	-2	11	1	19	-8
COc1ccc2cc(C3(C)NC(=O)N(CC(=O)N4CCCCC4)C3=O)ccc2c1 (configuration not stated)	9	11	-7	4	-4	4	3	7	-9	0	7
O=C1c2ccc(Br)cc2C(=O)N1c1ccc(Cl)cn1	7	-10	-2	-4	-5	6	7	9	-16	13	10
O=C(C[C@@H]1C/C=C\C[C@@H](Cc2ccc(F)cc2)C(=O)OC[C@H]2CCCN2C1=O)NCCO	9	18	11	1	4	3	4	12	5	-18	-2
COc1ccc(CN2C(=O)NC3(CCCc4ccccc43)C2=O)cc1F (configuration not stated)	2	16	23	6	-2	0	-5	8	-7	-5	-9
COc1ccc(C(=O)NCCn2ccc3ccccc32)cc1OC	-2	2	-3	-17	-2	-9	-5	-11	-25	4	-1
COCCNC(=O)C1(C(F)(F)F)CC(CCCO)CCCO1 (configuration not stated)	-11	4	-6	1	2	-10	-16	2	1	4	-7
Cn1cc(Br)c(-c2cccc(N3C(=O)CCCC3=O)c2)n1	-44	11	-27	1	8	16	-3	12	0	-2	-19
CC(=O)Nc1cc(-c2cccc(C(=O)N(C)C)c2)cn2c(-c3cccc(C(=O)N(C)C)c3)cnc12	-9	-19	-19	-3	.	-2	.	18	11	-3	-29
CCOc1ccc(-c2cc(C(=O)Nc3ccc(C)c(NS(C)(=O)=O)c3)[nH]n2)c(C)c1	29	26	30	0	.	18	.	39	52*	62*	16
CCOC(=O)C1(CCc2ccccc2)CCN(Cc2cccc3nccnc23)CC1	7	-6	12	-1	-5	14	22	27	39	5	13
COc1ccc(C(=O)NC(=S)N2CCC(C)CC2)cc1Br	-16	-4	12	-3	-8	-22	5	14	-18	0	-32
CC(=O)c1ccc(NC(=O)Nc2cccc3ccccc23)cc1	-64	-72	15	1	0	-64	-5	11	-19	-28	-36
O=Cc1cc(N=Nc2cccc(C(=O)O)c2)ccc1O	-69	-114	0	-9	-6	-68	-7	-62	-12	-35	-19
CCOc1ccc(C(=O)NCC(=O)NCC(c2ccccc2OC)N2CCCC2)cc1 (configuration not stated)	-17	-16	-5	-11	-4	-10	-6	-11	-2	-9	-19
CCCCCCCC(=O)OCC(O)CO (configuration not stated)	-9	-15	-1	-3	-11	4	-1	-7	-11	-17	10
O=C1CCc2cc(S(=O)(=O)N3CCN(c4ccccc4F)CC3)ccc2N1	13	17	-9	11	-4	19	-2	6	7	10	7
CC(=O)N[C@@H]1C=C[C@@H](CC(=O)NCc2ccc(Cl)cc2)O[C@@H]1CO	.	-8	-25	6	.	.	.	.	.	7	-11
O=C(NNC(=O)c1ccccc1-n1cccc1)c1ccc(F)cc1	7	-3	-5	-13	0	10	5	11	-15	30	-19
NCc1ccc(S(N)(=O)=O)cc1	5&5	-3&-14	-5&0	-6&-2	3&-8	4&-12	-17&5	-3&6	-3&-15	9&-3	-5&6
COc1ccc(OC)c(N=Nc2c(O)c3ccccc3[nH]c2=O)c1	-12	9	18	6	-2	-12	-22	27	19	3	0
CC(=O)N1N=C(c2ccco2)CC1c1ccc(Cl)o1 (configuration not stated)	-4	-8	-7	6	-9	0	-1	0	26	17	3
CC12CCC(C(=O)N(CC3CO3)C1=O)C2(C)C (configuration not stated)	-17	3	36	-4	-8	8	-6	9	-7	-7	-6
CCOC(=O)c1[nH]c(C)c(C(=O)N2CCN(c3ccccc3OC)CC2)c1C	-12	-3	0	8	2	11	3	-8	0	-8	18
O=C(CC1NCCN(Cc2ccccc2)C1=O)Nc1ccc(Cl)cc1 (configuration not stated)	1	3	-9	-4	4	2	-6	-10	-3	-13	-8

Screens (PubChem)
